High-throughput results deposited in PubChem BioAssay by several laboratories.
KCNQ1 block: inhibitors of human KCNQ1 potassium channel | P51787 | CHO-K1 KCNQ1, FluxOR thallium flux fluorescence; active compounds read high | B-score at 10 µM | actives 1.3% (n = 310,000) | AID 2642;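 active = compounds whose thallium flux B-score, printed positive for inhibition, exceeds three library SD while starting fluorescence stays within three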;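 note: channel opened by potassium depolarization with thallium stimulus after 20 min compound exposure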
PolyA inhibitor: yeast polyadenylation inhibition | actives 0.02% (n = 300,000) | calls only at 12 µM | S. cerevisiae SKY197-pL101 polyadenylation reporter, beta-gal luminescence; efflux-impaired pdr1/pdr3 knockout yeast; score 100 = 6 SD above DMSO;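 active = lowest replicate activity score at least 50, where 100 means six control SD above control mean; inconclusive = lowest score under 50 but half or more replicates reach 50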;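 note: yeast exposed to compound for 9 h at 30 °C; higher score means more reporter readthrough which indicates perturbed polyadenylation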
KCNQ1 act: potentiates or activates the human KCNQ1 potassium channel. B-score at 10 µM. actives 0.35% (n = 310,000). CHO-K1 KCNQ1, thallium flux FluxOR fluorescence; active compounds read high;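 active = fluorescence ratio B-score, a plate-corrected score, at least three library SD, with initial intensity B-score within 5 SD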
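assay system = CHO-K1 cells stably expressing KCNQ1 | medium = assay buffer, equal DMSO in all wells | timing = 37 °C overnight plating, 90-min dark dye load, 20-min compound pretreatment | measured by = kinetic FluxOR thallium fluorescence, 10-s 1-Hz baseline, 110-s post-stimulus read | measure = fluorescence change relative to baseline, converted to B score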
hERG rescue: shields human hERG channel from block by proarrhythmic agents | actives 0.51% (n = 310,000) | activation (rescue from dofetilide block), less the hit threshold, % at 10 µM | AID 1511 | Q12809 | CHO-hERG, FluxOR thallium flux, dofetilide IC70 present;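 active = activation above the mean of controls blocked by dofetilide plus 5 SD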;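 note: thallium influx through hERG after potassium depolarization seen as dye fluorescence rise; in these data hits start at about 4.7%; inactives centre near -7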
RGS4 act: RGS4 potentiation or activation. HEK293 M3R/inducible RGS4, carbachol calcium flux Fluo4; active compounds read low. B-score at 10 µM. actives 0.92% (n = 310,000);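 active = B-score of the integrated calcium signal more than 4 SD below the library mean, with starting fluorescence not abnormally high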;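 note: negative B-score means reduced calcium response which marks RGS4 activation or potentiation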
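Test system: HEK293 cells with stable M3R and inducible RGS4; also added: carbachol at ECmax as muscarinic agonist stimulus; schedule: dye loading 30 min 37 °C, buffer rest 30 min RT; technique: kinetic calcium fluorescence imaging with Fluo4-AM dye, 2 µM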
KCNK9 block: human KCNK9 channel inhibition; HEK293 KCNK9, FluxOR thallium flux fluorescence; active compounds read low; actives 1.2% (n = 310,000); B-score at 10 µM;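 active = ratio B-score over 3 SD below the library mean, with starting fluorescence within 5 SD of its mean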;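 note: negative B-score means less thallium flux so channel inhibition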
HDAC3 inhib: inhibitors of human histone deacetylase 3; O15379; recombinant HDAC3, fluorogenic peptide/trypsin coupled, fluorescence; inhibition, % at 8.3 µM; actives 0.15% (n = 320,000); AID 2718; in the data active = inhibition above about 26%, passing the limit was not always enough; inconclusive = no clear call, values can overlap the other calls
GSK3beta inhib: blocks human GSK3beta kinase activity. P49841. GST-GSK3beta kinase, ADP-Glo luminescence, 60 min; active compounds read low. activity score (negative = inhibition), % at 10 µM. actives 0.038% (n = 300,000);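 active = more than half of replicate wells score below -50%, meaning over 50% inhibition versus plate controls; inconclusive = some replicates but at most half score below -50%; inactive = no replicate scores below -50%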;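 note: 0% = median DMSO wells and -100% = median GW8510 positive control wells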
Target sequence (P49841 whole entry, looked up): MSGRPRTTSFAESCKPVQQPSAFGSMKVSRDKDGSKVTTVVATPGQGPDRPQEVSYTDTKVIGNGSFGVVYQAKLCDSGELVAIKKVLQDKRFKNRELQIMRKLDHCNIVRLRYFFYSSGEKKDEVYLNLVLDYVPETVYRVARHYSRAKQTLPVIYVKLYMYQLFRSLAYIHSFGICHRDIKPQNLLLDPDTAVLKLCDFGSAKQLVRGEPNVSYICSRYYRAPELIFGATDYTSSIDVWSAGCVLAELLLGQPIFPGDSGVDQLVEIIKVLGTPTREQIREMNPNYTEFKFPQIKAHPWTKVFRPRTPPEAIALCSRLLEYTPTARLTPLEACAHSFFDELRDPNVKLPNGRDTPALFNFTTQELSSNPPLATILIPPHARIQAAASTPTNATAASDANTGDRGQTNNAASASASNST
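Test system: GST-tagged human GSK3beta kinase, cell-free; evaluation: activity score scaled between in-plate DMSO and GW8510 controls; measured by: ADP-Glo luminescence; incubation: 60 min reaction, RT; benchmarks: DMSO and 20 µM GW8510; reagent: peptide substrate plus 25 µM ATP (final); medium: Tris/MgCl2 kinase buffer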
GSK3 alpha inh: human GSK-3 alpha kinase inhibition. ADP-Glo luminescence, 60 min. inhibition, % at 10 µM. actives 0.1% (n = 320,000);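 in the data active = inhibition above about 50%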;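 note: GST-tagged GSK-3 alpha with peptide substrate and 25 µM ATP; 0% = DMSO neutral wells and 100% = GW8510 positive control wells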
Target sequence (P49840 whole entry, looked up): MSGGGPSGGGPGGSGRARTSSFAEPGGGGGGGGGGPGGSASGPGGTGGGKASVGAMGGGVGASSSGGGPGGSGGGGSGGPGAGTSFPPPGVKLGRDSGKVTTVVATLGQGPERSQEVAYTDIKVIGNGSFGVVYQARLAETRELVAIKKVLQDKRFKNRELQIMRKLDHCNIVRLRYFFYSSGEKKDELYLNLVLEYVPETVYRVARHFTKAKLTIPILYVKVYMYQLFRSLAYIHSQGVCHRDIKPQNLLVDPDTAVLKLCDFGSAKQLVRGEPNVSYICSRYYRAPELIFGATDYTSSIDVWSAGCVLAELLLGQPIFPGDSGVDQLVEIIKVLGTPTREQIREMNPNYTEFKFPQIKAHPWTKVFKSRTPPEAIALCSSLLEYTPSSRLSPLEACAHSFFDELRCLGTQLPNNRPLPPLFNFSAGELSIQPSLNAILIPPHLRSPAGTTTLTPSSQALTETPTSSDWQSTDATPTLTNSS
KCNK3 block: human KCNK3 channel inhibition, primary screen. B-score at 10 µM. CHO-KCNK3 thallium flux, FluxOR fluorescence; active compounds read low. AID 602410. O14649. actives 0.84% (n = 340,000);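 active = B-score under library mean minus 4 SD, starting fluorescence ratio at most library mean plus 5 SD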;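 note: more negative B-score means stronger inhibition of thallium flux through KCNK3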
Dyrk1A ADPGlo: blocks rat Dyrk1A kinase activity | Q63470 | actives 0.43% (n = 310,000) | inhibition, % at 12.5 µM | AID 504441 | ADP-Glo luminescence, NFATc1 peptide; in the data active = inhibition above about 50%;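 note: plate controls were vehicle with enzyme for no effect and no enzyme for full effect; many of its hits are not listed in these tables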
* marks the source's active call; other numbers are inactive results; i = inactive; ? = inconclusive; . = not tested or not shown.

SMILES	KCNQ1 block	PolyA inhibitor	KCNQ1 act	hERG rescue	RGS4 act	KCNK9 block	HDAC3 inhib	GSK3beta inhib	GSK3 alpha inh	KCNK3 block	Dyrk1A ADPGlo
O=C(NCCc1nc2ccccc2[nH]1)/C(=C/c1ccc2c(c1)OCO2)NC(=O)c1ccccc1	i	i	i	-4	i	i	12	-1	2	i	5
O=C(COC(=O)Cc1cccs1)Nc1ccc(F)c(F)c1F	i	i	i	-9	i	i	6	2	-2	i	-2
O=C(Nc1ccc(Br)cc1)c1cc(S(=O)(=O)Nc2ccccn2)ccc1Cl	i	i	i	-10	i	i	-3	3	2	i	4
COc1cc(NS(=O)(=O)c2ccc(NC(=O)/C=C/c3ccc([N+](=O)[O-])cc3)cc2)ncn1	i	i	i	-7	i	i	2	-1	-3	i	28
COc1cccc(C(=O)c2c[nH]c(C(=O)NCCCN(C)C)c2)c1	i	.	i	-10	i	i	16	2	7	i	-2
Clc1ccc(N=c2ssnc2Cl)cc1	i	i	i	-18	i	i	14	-4	-3	i	0
Cc1cc(OCC(=O)N2CCOCC2)ccc1[N+](=O)[O-]	i	i	i	-8	i	i	1	0	-4	i	-3
Cc1cccc(-n2ncc3c(NCCCn4ccnc4)ncnc32)c1	i	i	i	-11	i	i	-8	-10	7	i	8
CCOc1ccc(S(=O)(=O)NCc2ccccn2)cc1NC(=O)c1ccccc1F	i	i	i	-4	i	i	-9	-2	-4	i	-2
NC(=O)c1nsc(C(=O)N(c2ccc(Cl)cc2)C(C(=O)NCC2CCCO2)c2cccs2)c1N (configuration not stated)	i	i	i	-5	i	i	-1	0	-2	i	3
O=S(=O)(NC1=NCCC1)c1cccs1	i	i	i	-3	i	i	-4	0	1	i	4
O=C(NC(=S)Nc1ccc(N2CCCC2)cc1)c1ccc(F)cc1	i	i	i	-7	i	i	2	2	0	i	9
COc1ccc(CCCC(=O)NCC(=O)N/N=C/c2cc(Cl)ccc2OC)cc1	i	i	i	-5	i	i	.	1	.	i	-7
CCN(c1ccccc1)P(=O)(Nc1ccccc1)Nc1ccccc1	i	i	i	-1	i	i	.	1	-1	i	19
O=C(C1=C[C@@H](c2ccc(Br)cc2)C[C@@H](OCc2ccc(CO)cc2)O1)N1CCN(Cc2ccc3c(c2)OCO3)CC1	i	i	i	-23	i	i	2	-5	-4	i	-16
Cc1cc([N+](=O)[O-])nn1CC(=O)Nc1ccc(Cl)cn1	i	i	i	-7	i	i	-4	-16	31	i	5
O=C(COc1ccc([N+](=O)[O-])cc1Cl)Nn1cnnc1	i	i	i	-10	i	i	-1	-2	-5	i	-4
CCOC(=O)C1=C(c2ccccc2)NC(SCC(=O)Nc2ccc(C)cc2)=C(C#N)C1c1ccco1 (configuration not stated)	i	i	i	3	i	i	4	-2	-1	i	-8
O=C(CCCc1ccccc1)Nc1ccccn1	i	i	i	-5	i	i	-2	-7	8	i	-2
Cc1cccc(CN2C(=O)/C(=C\c3ccc(C(=O)NCCN4CCOCC4)cc3)Sc3ccccc32)c1	8*	i	i	-25	-7.3*	i	1	2	0	i	2
COC(=O)c1sccc1NC(=O)C1C2C=CC(C2)C1C(=O)O (configuration not stated)	i	i	i	-9	i	i	6	-1	-3	i	.
Cc1cc(-c2ccc(C)c(S(=O)(=O)NCc3ccc(OC(C)C)cc3)c2)on1	i	i	i	-5	i	i	10	3	0	i	1
COC(=O)[C@]1(Cc2ccccc2)N[C@H](c2ccc(-c3cccc(Cl)c3)cc2)[C@@H]2C(=O)N(C)C(=O)[C@@H]21	i	.	i	-18	i	i	?	-24	-9	i	6
CC1CCCCC1NC(=O)C(Cc1ccccc1)NS(=O)(=O)c1cccs1 (configuration not stated)	i	i	i	-9	i	i	3	-1	-2	i	2
COc1ccc(NC(=O)c2cc(Cl)ccc2NC(=O)c2ccco2)c(OC)c1	i	i	i	-14	i	i	2	-3	1	i	0
SMILES	KCNQ1 block	PolyA inhibitor	KCNQ1 act	hERG rescue	RGS4 act	KCNK9 block	HDAC3 inhib	GSK3beta inhib	GSK3 alpha inh	KCNK3 block	Dyrk1A ADPGlo
O=C(C1CCCN(S(=O)(=O)c2ccc([N+](=O)[O-])cc2)C1)N1CCCCC1 (configuration not stated)	i	i	i	-11	i	i	-2	1	-1	i	-2
COc1cc2cc(/C=C/C(=O)c3ccco3)c(Cl)nc2cc1OC	i	i	i	-10	i	i	12	2	1	i	-4
CCS(=O)(=O)n1nc(-c2ccccc2)nc1N	i	i	i	0	i	i	9	1	-1	i	3
CC(C)C[C@H](NC(=O)N1CC(=O)Nc2ccccc21)C(=O)N[C@H](C(=O)O)c1ccccc1	i	i	i	-6	i	i	4	3	-2	i	7
Cc1ccc(NC(=O)CSc2nnc(CSc3nc(C)cc(C)n3)n2Cc2ccco2)c(C)c1	i	i	i	-23	i	i	1	3	-3	i	1
Cc1ccc(CCNC(=O)CCS(=O)(=O)c2ccc(Br)cc2)cc1	i	i	i	-9	i	i	-1	5	.	i	3
Oc1ccc(/C=N/Nc2ccc(Cl)nn2)c(O)c1O	i	i	i	-9	i	i	3	-2	-1	i	9
COc1ccccc1OCC(=O)/C=C1/N(C)c2ccccc2C1(C)C	i	i	i	-23	i	i	2	-2	-3	i	.
Cc1ccc(/C=C2/NC(=O)N(Cc3ccccc3)C2=O)s1	i	i	i	-5	i	i	4	0	2	i	-4
O=C(COC(=O)c1ccccc1NC(=O)c1ccco1)NCCC1=CCCCC1	i	i	i	-8	i	i	-3	-1	-1	i	9
CC(=O)OCc1c(C(F)(F)F)nn(C)c1SCc1ccc(Cl)cc1	i	i	i	0	i	i	1	2	5	i	-2
CCN1CCN(Cc2c(C(=O)N/N=C(\C)c3ccc(Cl)cc3)nnn2-c2nonc2N)CC1	i	i	i	-10	i	i	4	-12	16	i	7
Cc1nc(NC(=O)c2ccccc2)sc1-c1csc(Nc2cccc(F)c2)n1	i	i	i	-7	i	i	2	-2	-1	.	.
CN(C)S(=O)(=O)c1cccc(CSCc2cccc(S(=O)(=O)N(C)C)c2)c1	i	i	i	-10	i	i	2	3	0	i	7
COc1cccc(C(=O)NCc2ccc3[nH]c(C)cc3c2)c1	i	i	i	-2	i	i	-1	1	1	i	9
C=C(C)CSc1nnc2[nH]c(=O)cc(N)n12	i	i	i	-3	i	i	-1	-2	-1	i	3
COc1ccc(/C=N/Nc2nccnc2Cl)c(OC)c1	i	i	i	-6	i	i	5	-4	0	i	-2
Cc1ccc2c(Cl)cc(Cl)c(OCC(=O)NCCc3ccccn3)c2n1	i	i	i	-21	i	i	-6	0	2	i	-5
COc1ccccc1C(=O)Nc1c(C)cc(Br)cc1C	i	i	i	-10	i	i	-1	1	-1	i	-5
CCCCC(=O)NC(NC(=S)N1CCCCCC1)C(Cl)(Cl)Cl (configuration not stated)	i	i	i	-11	i	i	5	-4	-1	i	5
O=C(CSc1nccc(=O)[nH]1)NCc1ccco1	i	i	i	-6	i	i	2	3	-1	i	12
O=c1nccc(N/N=C/c2ccccc2)[nH]1	i	i	i	-4	i	i	-8	1	1	i	-1
CC1(C)Cc2c(sc3[nH]c(=S)n(Cc4ccco4)c(=O)c23)CO1	.	i	.	.	.	.	5	1	-3	i	.
CCOCC(=O)Nc1c(C)n(C)n(-c2ccccc2)c1=O	i	i	i	-2	i	i	3	3	-2	.	.
O=Cc1c(-c2ccccc2)nc2ccccn12	i	i	i	-6	i	i	0	-2	0	i	10

The final 2 entries of the part before open the next one.
SMILES	KCNQ1 block	PolyA inhibitor	KCNQ1 act	hERG rescue	RGS4 act	KCNK9 block	HDAC3 inhib	GSK3beta inhib	GSK3 alpha inh	KCNK3 block	Dyrk1A ADPGlo
CCOCC(=O)Nc1c(C)n(C)n(-c2ccccc2)c1=O	i	i	i	-2	i	i	3	3	-2	.	.
O=Cc1c(-c2ccccc2)nc2ccccn12	i	i	i	-6	i	i	0	-2	0	i	10
CN1C(=O)C(O)(CC(=O)c2ccccn2)c2cc(Br)ccc21 (configuration not stated)	i	i	i	-6	i	i	3	0	4	i	-5
CCc1c(C)c(C#N)c2[nH]c3ccccc3n2c1=S	i	i	i	-21	i	i	1	0	16	i	.
CC(=O)NC1C(=O)N=C(SCC(=O)Nc2cccc(Cl)c2)NC1=O (configuration not stated)	i	i	i	-9	i	i	-3	3	-6	i	.
Cc1cccc(N(C)C(=S)Oc2ccc3ccccc3c2)c1	i	i	i	-17	i	i	1	3	0	i	2
O=[N+]([O-])c1c(NCCO)cc(N2CCCCC2)c2nonc12	i	i	i	-10	i	i	-14	-14	20	i	2
Cc1cc(C)c2[nH]c(O)c(N=NC(=O)c3cc4c(s3)CCCC4)c2c1	i	i	i	-3	i	i	-2	-6	2	.	.
NC(=O)CC1C(=O)N(c2ccccc2)C(=S)N1NC(=O)c1ccccc1 (configuration not stated)	i	i	i	-2	i	i	2	1	-1	i	3
Cc1cc(NS(=O)(=O)c2ccc(NC(=O)Nc3ccc4c(c3)OCO4)cc2)no1	i	i	i	-10	i	i	-8	-16	2	i	7
CCC(C)C(NS(=O)(=O)c1ccc(C)cc1)C(=O)Oc1ccc2c3c(c(=O)oc2c1)CCC3 (configuration not stated)	i	i	i	-2	i	i	12	2	-1	i	-5
CC(=O)c1ccc(C(C)(C)c2ccc(C(C)=O)s2)s1	i	i	i	-7	i	i	0	-2	-2	i	8
C/C(=C\c1ccccc1)C(=O)N1CCN(c2cccc(C(F)(F)F)c2)CC1	i	i	i	-10	i	i	2	2	-3	i	-3
CCCCCn1c(CN2CCN(c3cc(Cl)ccc3C)CC2)nc2c1c(=O)[nH]c(=O)n2C	i	i	i	-16	i	i	-2	-3	-1	i	-2
CN1CCN(c2ccccc2NC(=O)c2cccc(OCc3ccccc3)c2)CC1	i	i	i	-8	i	i	-1	1	7	i	3
CC(C)OCCCNC(=O)CN1C(=O)/C(=C/c2ccccc2F)Oc2ccccc21	i	i	i	-1	i	i	3	-6	-2	i	-4
CCOC(=O)c1cc(-c2ccccc2)sc1NC(=O)COC(=O)c1ccc(Cl)c(S(N)(=O)=O)c1	i	i	i	0	i	i	4	-3	0	i	1
CC(C)C(=O)N(c1cc2sc(=O)oc2c2ccccc12)S(=O)(=O)c1cccs1	i	i	i	-12	i	i	-4	-1	0	i	-4

An excerpt (hit frequency here may not be typical).
